PHOSPHO1 block = PubChem AID 1565; inhibition, % at 13.3 µM; Phosphoethanolamine/phosphocholine phosphatase (Homo sapiens), Q8TCT1; 290,000 tested, 1.1% active; recombinant PHOSPHO1, absorbance phosphatase assay; in the data active = inhibition above about 60%
Target sequence (Q8TCT1 whole entry, looked up): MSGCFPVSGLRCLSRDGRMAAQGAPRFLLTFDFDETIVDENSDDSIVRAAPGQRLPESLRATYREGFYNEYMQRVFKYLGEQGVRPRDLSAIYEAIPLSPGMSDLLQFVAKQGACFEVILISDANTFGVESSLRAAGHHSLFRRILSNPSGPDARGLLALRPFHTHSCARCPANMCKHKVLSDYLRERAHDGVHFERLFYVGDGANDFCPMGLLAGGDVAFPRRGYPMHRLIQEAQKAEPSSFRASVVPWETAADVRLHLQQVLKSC
MEKK3 PB1 HTS = modulators of MEKK3-MEK5 PB1 binding, primary screen, biochemical, wildtype MEKK3, multiplex bead flow cytometry, Alexa488-MEK5. AID 1529, 2009. bead-based flow cytometry, Alexa488-MEK5 binding to MEKK3; actives lie on both sides; 0 = blocked by unlabeled MEK5, 100 = vehicle. binding response (% of control), % at 10 µM. 290,000 tested, 1.4% active. Mitogen-activated protein kinase kinase kinase 3 (Homo sapiens), Q99759;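 active = binding response more than 3 SD above or below the average of its plate-row segment, actives on both sides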;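 also: Alexa488 bead fluorescence after subtracting the streptavidin-only scavenger bead signal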
CRFBP-R2 block = antagonists of CRF-BP/CRF-R2 complex, primary screen, cell-based, HEK293, calcium dye fluorescence, uHTS; CRF-induced calcium fluorescence; inhibition, % at 11.8 µM; 350,000 tested, 0.59% active;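 active = inhibition of the ligand-induced calcium signal above about 50% at the single tested concentration, limit read from the data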
CRFR2-BP ag = agonists of CRF-BP/CRF-R2 complex, primary screen, cell-based, HEK293, calcium dye fluorescence, uHTS. CRF-binding protein / CRF receptor 2 complex (human). calcium dye fluorescence (FLIPR); percent of saturating CRF peptide response. activation, % at 13.2 µM. 350,000 tested, 0.46% active. AID 588473, 2011;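 active = activation of at least 50%, plus an integration ratio under a set limit after plate pattern correction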;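 also: plate controls were neutral control wells without compound for no effect and CRF at EC100 for full effect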
pCIP destab = p/CIP-EGFP fusion destabilizers, primary screen, fluorescence, F442A cells. 290,000 tested, 0.01% active. AID 1984, 2009. decrease of EGFP signal, % at 10 µM. 16 h. Q05BA5;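 active = EGFP signal decrease of at least 30% at 10 µM or well 3 SD below plate mean, unless failing retest; inactive = the rest, including hits failing retest or dose response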; also: some compounds called inactive have numbers as strong as hits; many of its hits are not listed in these tables
GalR3 antagonist = GalR3 antagonists in HEK293 cells, primary screen, cell-based, fluorescence readout | HEK293 GalR3-CNG cAMP membrane potential fluorescence; galR3 body fused to GalR1 C-terminus | inhibition, % at 3 µM | Galanin receptor type 3 (Homo sapiens), O60755 | 360,000 tested, 0.44% active | AID 651719, 2012;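 active = inhibition above the screen-wide average plus 3 SD, cut at about 13% in these data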;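 also: forskolin and galanin both at EC90 stimulate the cells; cAMP rise reported by CNG channel membrane potential dye signal; 0% = forskolin plus galanin with DMSO and 100% = forskolin alone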
Target sequence (O60755 1-299 limits assumed): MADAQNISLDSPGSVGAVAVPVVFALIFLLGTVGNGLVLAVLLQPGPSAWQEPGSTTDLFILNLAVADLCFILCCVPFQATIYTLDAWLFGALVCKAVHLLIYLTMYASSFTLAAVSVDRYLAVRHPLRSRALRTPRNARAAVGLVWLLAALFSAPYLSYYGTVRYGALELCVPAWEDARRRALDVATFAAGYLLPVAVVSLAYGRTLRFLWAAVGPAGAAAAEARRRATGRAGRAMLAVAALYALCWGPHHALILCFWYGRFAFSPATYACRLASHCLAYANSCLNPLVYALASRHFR
CHRM4 PAM = human M4 muscarinic receptor positive allosteric modulators, primary screen, CHO-K1 cells, Fluo-8 calcium fluorescence; Muscarinic acetylcholine receptor M4 (Homo sapiens), P08173; CHO-K1 hM4/Gqi5, ACh EC20; 0% = ACh EC20, 100% = maximal ACh; activation, % at 3 µM; 360,000 tested, 0.4% active; AID 624126, 2012;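 active = activation above its plate's cutoff, the mean activation of sample wells plus 3 SD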; also: some results filed as inactive read as strong as hits
Target sequence (P08173 whole entry, looked up): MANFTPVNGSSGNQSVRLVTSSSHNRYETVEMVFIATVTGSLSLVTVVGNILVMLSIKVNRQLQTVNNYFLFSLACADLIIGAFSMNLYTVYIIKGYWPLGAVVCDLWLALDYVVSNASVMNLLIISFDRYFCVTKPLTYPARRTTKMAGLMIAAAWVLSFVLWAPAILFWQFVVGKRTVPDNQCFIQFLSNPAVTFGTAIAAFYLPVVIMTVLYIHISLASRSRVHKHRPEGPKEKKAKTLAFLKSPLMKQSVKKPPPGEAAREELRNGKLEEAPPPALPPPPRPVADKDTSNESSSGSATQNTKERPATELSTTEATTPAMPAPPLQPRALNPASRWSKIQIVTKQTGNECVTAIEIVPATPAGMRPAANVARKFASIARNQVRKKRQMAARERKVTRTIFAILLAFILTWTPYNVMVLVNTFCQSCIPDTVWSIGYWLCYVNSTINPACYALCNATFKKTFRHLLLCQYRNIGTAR
IDE cell activ = human IDE activators in live cells, primary screen, fluorescence polarization, HEK cells, FAbeta-B substrate; FAbeta-B cleavage; 0% vehicle, 100% cell-free pure enzyme wells; activation, % at 5.96 µM; 340,000 tested, 0.073% active; AID 493087, 2011;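 active = activation above the mean of all tested compounds plus 3 SD, set per screening campaign, cut at about 17% in these data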
IDE inh = human IDE inhibitors in live cells, primary screen, fluorescence polarization, HEK cells, FAbetaB substrate. AID 434962, 2010. Insulin-degrading enzyme (Homo sapiens), P14735. 320,000 tested, 0.41% active. FAbetaB cleavage. inhibition, % at 5.59 µM;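 active = percent inhibition above the average of all tested compounds plus 3 SD, set per screening campaign, cut at about 16% in these data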;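 also: IDE supplied by intact live HEK cells; FP after avidin binding of uncleaved biotin substrate so inhibition keeps polarization high; 0% = DMSO wells and 100% = 60 µM reference IDE inhibitor Ii1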
* = called active by the depositor; / = no result given.

molecule	PHOSPHO1 block	MEKK3 PB1 HTS	CRFBP-R2 block	CRFR2-BP ag	pCIP destab	GalR3 antagonist	CHRM4 PAM	IDE cell activ	IDE inh
Cc1ccc(C)c(S(=O)(=O)N2CCN(C(=O)CCc3nc4ccccc4c(=O)[nH]3)CC2)c1	/	/	-4	-3.6	/	-4	-3	-4	3
CCN=C1SC(C(N)=O)CC(=O)N1CC (stereo unspecified)	5	101	2	0.2	10	0	-1	-2	0
COc1ccc(C(=O)NNC(=O)C2CCCO2)cc1 (stereo unspecified)	20	102	-10	-1.8	-11	2	2	6	-3
O=C(/C=C/Sc1ncn[nH]1)c1ccc(Cl)cc1	44	104	-48	-4.2	-126	0	4	2	0
CCCc1[nH]nc2c1C(C1CC=CCC1)C(C#N)=C(N)O2 (stereo unspecified)	21	91	-45	1.0	-10	-3	0	-2	-2
Cc1ccc(S(=O)(=O)N2CCN(S(=O)(=O)c3ccccc3Br)C2=O)cc1	/	/	0	1.2	/	-4	4	3	/
CN(CC(=O)Nc1ccc(OC(F)(F)F)cc1)C(=O)/C=C/c1ccco1	/	/	4	-0.9	/	-2	7	-1	0
O=C(c1ccc(OC2CCN(Cc3ccc(C(F)(F)F)cc3)CC2)cc1)N1CCCCC1	-28	99	-9	4.1	5	1	-8	5	0
CCCCNC(=O)CSc1nc2cc(OC)c(OC)cc2c(=O)n1Cc1ccc(OC)cc1	28	105	5	1.3	-14	-6	0	2	-3
COCCN(C(=O)c1ccc(-c2ccc([N+](=O)[O-])cc2)o1)c1c(N)n(CC(C)C)c(=O)[nH]c1=O	/	/	2	0.0	/	0	10	0	/
COc1ccc(NC(=O)NCCc2c[nH]c3ccccc23)c(OC)c1	-33	99	14	-1.7	-4	-13	3	-4	/
COCCNC(=O)CS(=O)(=O)Cc1nc(-c2ccc(C)cc2)oc1C	7	93	40	-4.4	0	/	2	5	1
CSCCC(Nc1ncnc2ccc(Br)cc12)C(=O)O (stereo unspecified)	31	103	-6	-1.7	-1	-1	-1	-6	1
Cc1ccc(-c2cc(C(=O)Nc3nccs3)c3ccccc3n2)c(C)c1	-11	152*	-42	0.2	11	-4	-13	5	0
NS(=O)(=O)c1ccc(NC(=O)/C=C/c2ccccc2Cl)cc1	-12	98	-10	0.1	0	-1	-5	2	-3
Cc1ccc(C)c(C(C)NC(=O)c2ccc(Br)o2)c1 (stereo unspecified)	25	95	13	-5.5	-9	2	2	5	0
O=C(NNC1CC(=O)N(c2cccc(Cl)c2)C1=O)c1cccnc1 (stereo unspecified)	-1	106	-5	1.1	5	-3	-9	5	1
COCCN(CC(=O)Nc1cccc(C)c1C)C(=O)c1cc(-c2cccs2)nn1-c1ccccc1	/	/	3	-0.7	/	-2	-9	1	7
COc1cc(C(=O)Nc2ccc(S(=O)(=O)N(C)c3ccccc3)cc2)cc(OC)c1OC	0	97	-6	1.3	4	-7	-2	1	6
Cc1ccc(S(=O)(=O)CC(=O)N2CCOCC2)cc1	20	93	-1	3.3	8	-2	3	9	1
O=C(COC(=O)/C=C/C(=O)OCC(=O)NC12CC3CC(CC(C3)C1)C2)NC12CC3CC(CC(C3)C1)C2	-39	97	-4	7.1	-4	-9	-6	0	1
Oc1ccc(N=Nc2c(O)ccc3ccccc23)cc1	-2	/	-37	-1.9	0	-1	31*	7	0
Cc1ccc(NC(=O)COC(=O)/C=C/c2cccs2)cc1	0	101	1	-2.1	2	-1	-2	2	1
COc1ccc(C(CNC(=O)c2oc3cc(C)c(C)cc3c2C)N2CCCCC2)cc1 (stereo unspecified)	-8	95	-19	0.9	-18	4	-8	3	4
O=C(O)C1=C[C@@H](c2ccccc2)C[C@@H](OCc2ccc(CO)cc2)O1	22	103	2	-0.9	-11	-7	11	-1	6
O=C(CSc1nnc(-c2ccc(C(F)(F)F)cn2)s1)c1ccccc1	3	97	-1	-1.2	-14	-7	3	6	8
CC1CCN(C(=O)CNC(=O)CNC(=O)Cc2ccccc2)CC1	41	103	4	0.6	-3	-1	0	0	2
CC(C)/C(C=O)=C(/NC1CCCCC1)c1ccccc1	/	/	6	-0.5	/	-4	-2	1	5
Cc1sc(N)c(C#N)c1C	-6	102	-6	-1.2	-9	-3	2	-11	3
Cc1ccc(C)c(Cn2nnc3c(=O)[nH]c(C4CCN(S(=O)(=O)c5ccc(S(=O)(=O)N(C)C)cc5)CC4)nc32)c1	47	100	3	1.4	-12	-9	-9	-1	-1
COc1ccc(/C=C/C(=O)Nc2ccccc2C)cc1S(=O)(=O)N1CCOCC1	25	102	-10	-1.3	1	-7	-15	-7	2
CC1CCCCN1S(=O)(=O)c1ccc(S(=O)(=O)N2CCCC2)cc1 (stereo unspecified)	-102	102	12	-0.6	-8	-5	-9	0	1
CCOC(=O)c1c(NC(=O)CN2CCN(C(=O)C3CCCO3)CC2)sc(C)c1C (stereo unspecified)	/	101	4	-0.5	-8	2	0	-4	3
CCOc1ccccc1N(C)C(=O)c1sc2ncn(CC(=O)N3CCCCC3C)c(=O)c2c1C (stereo unspecified)	37	95	-4	0.1	1	-7	-3	0	0
COc1ccc(-c2nnc(SC(=O)N3c4ccccc4Sc4ccccc43)o2)cc1	81*	103	-1	-0.1	2	-2	2	-3	0
CC(=O)Nc1ccc(-c2csc(Nc3ccc(Cl)cn3)n2)cc1	-12	85	-33	9.5	-8	-7	3	8	4
CC(=C1C(=O)c2ccccc2C1=O)N1CCN(C/C=C/c2ccccc2)CC1	0	99	19	1.5	-8	-4	-3	4	-1
O=S(NCc1ccco1)C12CC3CC(CC(C3)C1)C2 (stereo unspecified)	-3	101	-5	2.2	-1	7	3	5	3
Cc1cc(C)c(NC(=O)CSc2nc3ccc(NC(=O)CSc4nnnn4-c4ccccc4)cc3s2)c(C)c1	-3	98	8	-0.1	2	1	1	2	5
CCN(C(=O)COC(=O)c1c(C)c(-c2ccccc2)nc2ccccc12)C1CCS(=O)(=O)C1 (stereo unspecified)	35	98	4	-2.5	6	-3	-7	-2	8
O=C(COc1ccccc1-c1ccccc1)N/N=C/c1ccncc1	30	91	0	1.4	-12	-7	-11	-1	0
Nc1ccc(N=Nc2ccccc2Cl)c(N)n1	10	106	12	-1.3	10	-8	-1	1	1
COc1ccc(C(=O)Nc2ccc(Cl)c(S(=O)(=O)Nc3ccccc3OC)c2)cc1	-19	101	-20	-1.0	-16	-7	-9	2	6
Cc1ccc(C2CC2c2n[nH]c(=S)n2-c2ccc(Cl)cc2)cc1 (stereo unspecified)	74*	101	8	0.2	-13	-4	11	-11	-3
CCOC(=O)c1ccc(NC(=O)COc2ccccc2CNC2CCCC2)cc1	47	81	-33	0.8	-3	-5	-6	2	-4
COc1ccc(C)cc1NC(=O)C1CCN(S(=O)(=O)c2ccc3c(c2)NC(=O)CO3)CC1	37	100	-10	-4.2	-10	-8	-2	5	3
O=C(CCN1C(=O)/C(=C/c2ccc3c(c2)OCO3)SC1=S)NNC(=O)c1cccnc1	17	108	-23	2.4	-12	-1	2	4	9
O=C(CN1C(=O)S/C(=C\c2ccccc2F)C1=O)NC1C=CS(=O)(=O)C1 (stereo unspecified)	24	99	-16	-0.9	-9	-3	-1	-1	-1
O=C(CN1C(=O)CCSc2ccc(S(=O)(=O)N3CCCC3)cc21)NCc1ccccc1Cl	22	99	-15	-1.3	-2	-4	-2	8	0
O=C(COc1ccc(Cl)cc1)NCCCNC(=O)c1cccnc1	48	101	15	-0.8	-16	-9	-1	2	4
Cn1c2ccccc2c(=O)c2cc(C#CC3=CCCCC3)ccc21	/	/	5	0.1	/	-5	-3	0	4
O=C(NCc1ccc2c(c1)OCO2)C(=O)NCC1OCCCN1S(=O)(=O)c1ccc(F)cc1 (stereo unspecified)	10	104	1	-1.6	-5	0	-7	1	2
CCCCCCCCNc1ccccc1S(=O)(=O)NCc1ccccc1	/	/	-17	1.5	/	-8	-1	5	/
COc1ccc(OC)c(NS(=O)(=O)c2ccc3c(c2)C(C)(C)C(=O)N3C)c1	-88	101	-4	-1.8	-5	/	9	0	-3
Cn1c(CN2CCCCC2)nc2cc(NS(=O)(=O)c3ccc(Cl)cc3)ccc21	-32	101	-73	86*	9	-8	3	4	2
COc1ccc(-n2nc3c(N4CCC(C(=O)NCc5ccco5)CC4)nnc(C)c3c2C)cc1	-47	99	15	-3.4	9	/	3	-4	5
Cc1ccccc1-c1nnc(SCC(=O)N(CC(C)C)c2c(N)n(CC(C)C)c(=O)[nH]c2=O)n1C	29	103	4	-1.1	-1	1	-15	-2	-3
N#Cc1ccccc1OCC(=O)Nc1cccc(S(=O)(=O)N2CCCCCC2)c1	/	/	-1	-0.7	/	-2	-10	-4	2
CCN(CC)C(=O)Cn1cc(S(=O)(=O)CC(=O)Nc2ccc(F)cc2F)c2ccccc21	20	99	-21	-0.9	10	-4	2	3	1
COc1ccc(C(=O)N2CCC(O)(c3ccc(F)cc3)CC2)cc1OC	-27	106	10	1.4	-10	0	4	10	0

Other entries.
molecule	PHOSPHO1 block	MEKK3 PB1 HTS	CRFBP-R2 block	CRFR2-BP ag	pCIP destab	GalR3 antagonist	CHRM4 PAM	IDE cell activ	IDE inh
O=C(COc1ccccc1)N(Cc1cc2ccccc2[nH]c1=O)CC1CCCO1 (stereo unspecified)	18	93	-3	-0.1	-8	4	3	0	-1
CC(=O)c1cccc(-n2c(CCC(=O)O)ccc2-c2ccccc2)c1	26	106	12	-1.5	-3	-14	-4	1	6
CCCc1nc2cc(Cl)c([N+](=O)[O-])cc2o1	10	102	49	11	3	4	-6	4	-3
Cc1cnc(C(=O)OCC(=O)c2ccc(F)cc2)cn1	28	100	-1	-1.4	-16	0	-5	5	4
Oc1ccccc1C1=NOC(O)(C(F)F)C1 (stereo unspecified)	24	97	-19	-1.3	-12	-6	-2	2	0
O=C(Cn1cnc2c(NCc3ccccc3)ncnc21)NCc1ccccc1	/	/	8	0.3	/	-1	1	3	/
COc1cc(/C=N/NC(=O)Cc2ccccc2)ccc1Oc1ccc([N+](=O)[O-])cc1[N+](=O)[O-]	-49	102	-26	2.8	-12	-4	-3	2	0
Oc1cccc2cc3cccc(O)c3c(O)c12	-27	75	-23	4.9	3	/	-3	-4	-4
O=C(CC1Nc2cccc3cccc(c23)NC1=O)Nc1ccccc1 (stereo unspecified)	-12	96	-86	-0.5	2	8	-17	-1	-5
CCOc1ccc(Nc2nc(CC(=O)OC)cc(=O)[nH]2)cc1	-3	106	-16	0.0	-12	-5	-4	4	7
Cc1ccc(C)c(NC(=O)c2sc(Cl)nc2-c2ccccc2)c1	6	98	-11	6.7	-2	6	9	0	1
